KB-V1 MDR tox: kills drug-selected multidrug resistant KB-V1 cells | KB-V1 MDR cells viability, CellTiter-Glo, 72 h | actives 3.4% (n = 400,000) | Potency, µM (highest dose often 46.1 µM), for the others: top-dose activity change, negative = cytotoxicity, hits mostly cytotoxic; note: potency is the fitted concentration of half-maximal effect; % is set by controls: 0 for no effect and ±100 for the full control effect; nearly all actives have a fitted effect of over 60% in size
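Compound-treated KB-V1 multidrug-resistant cells, 72 h, 37 degrees C; viability by CellTiter-Glo. Fitted qHTS curves give the values.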
IL-1B inflam inh: inhibitors of inflammasome signaling (IL-1 beta secretion); THP-1 LPS/ATP IL-1B secretion, AlphaLISA, 16 h; stronger effect = lower value; activity change, % at 57.5 µM; actives 4.7% (n = 360,000); in the data active = activity change below about -50%; inconclusive = mostly about -30% to -49%; note: % is set by controls: 0 for no effect and ±100 for the full control effect
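THP-1 cells pretreated 1 hr with compounds (up to 57.5 uM final), then stimulated with LPS (250 ng/mL final) plus ATP (1.25 mM final); secreted IL-1B measured by AlphaLISA after 16 hr, decreased signal indicating inhibition.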
MCF10A rereplic: inducers of DNA re-replication in MCF 10A breast cells | MCF 10A DNA re-replication, Hoechst nuclear intensity, 48 h | actives 2.9% (n = 350,000) | Potency, µM (titrated, usually from 46.1 µM), inactives show at the highest dose activity, positive = re-replication, hits mostly activators | AID 624296; note: potency is the fitted concentration of half-maximal effect; % of control where 0% means no effect; nearly all actives have a fitted effect of over 50% in size
KB-3-1 tox: kills parental KB-3-1 adenocarcinoma cells; KB-3-1 viability, CellTiter-Glo ATP luminescence, 72 h; Potency, µM (top dose mostly 46.1 µM), for the others: top-dose activity change, negative = cytotoxic, usual class: cytotoxic; actives 1.4% (n = 400,000); AID 1347075; note: potency is the fitted concentration of half-maximal effect; % is set by controls: 0 for no effect and ±100 for the full control effect; nearly all actives have a fitted effect of over 60% in size
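Viability of parental KB-3-1 cells, measured by CellTiter-Glo luminescence, followed a 72 h incubation at 37 °C with pinned compounds in phenol-red-free DMEM containing 10% FBS.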
HT1080 IDH1KD tx: kills HT-1080 cells with IDH1 knockdown | HT-1080 IDH1 knockdown viability, ATP luminescence, 48 h | Potency, µM (series often up to 46.1 µM), for inactives: at the highest dose activity, negative = toxicity, most hits filed as cytotoxic | actives 2% (n = 360,000);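 note: potency is the fitted concentration of half-maximal effect; 0% = DMSO wells and -100% = cell-free medium wells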
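In this qHTS, HT-1080 cells depleted of IDH1 are exposed for 48 h at 37 °C to compound titrations. Toxicity is scored from CellTiter-Glo luminescence, with DMSO as full viability and medium alone as none.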
HT1080-NT tox: kills 2HG-producing HT-1080-NT fibrosarcoma cells | HT-1080-NT fibrosarcoma viability, CellTiter-Glo ATP luminescence, 48 h | Potency, µM (doses to about 46.1 µM), without a hit: at the top dose activity, negative = less viability, usual class: cytotoxic | actives 1.6% (n = 360,000) | AID 686970;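 note: NT is the 2HG producing partner of a matched IDH1 knockdown line; potency is the fitted concentration of half-maximal effect; 0% = DMSO-treated cells and -100% = media-only wells without cells; nearly all actives have a fitted effect of over 55% in size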
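Viability of the 2HG-overproducing fibrosarcoma line after 48 hours of compound exposure at 37 degrees C was determined by luminescence with CellTiter-Glo, and concentration-effect curves were then fitted and categorized.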
SW480 rereplic: inducers of DNA re-replication in SW480 colon cancer cells; Potency, µM (series often up to 46.1 µM), for the others: top-dose re-replication activation, hits mostly activators; actives 1.8% (n = 340,000); SW480 DNA re-replication, Hoechst DNA content imaging, 48 h; AID 624297; note: potency is the fitted concentration of half-maximal effect; % of control where 0% means no effect; nearly all actives have a fitted effect of over 55% in size
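250 cells/well; 23 nL cpd via pin tool; 48 hr, 37 C, 5% CO2; Hoechst 40 min; imager read of total nuclear intensity, ex 405/em 500-530 nm.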
HEK293 tox: cytotoxicity counter-screen for GLP-1 receptor inverse agonists. HEK293 cAMP-luciferase reporter cells, luminescence, 24 h. Potency, µM (highest dose often 38.3 µM), inactives show at the top dose activity change, negative = inhibition, hits mostly inhibitors. actives 0.13% (n = 410,000). AID 624418;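 note: loss of luciferase light is scored as toxicity; potency is the fitted concentration of half-maximal effect; % is set by controls: 0 for no effect and ±100 for the full control effect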
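Cells in DMEM/10% Nu serum/1% pen-strep, 1536-well format. Pre-incubated 12 h, dosed with 23 nL compound, incubated a further 24 h. Luciferase detection, 12 min at room temp, luminescence.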
DRD3 agonist: agonists of human D3 dopamine receptor. P35462. D3R DiscoveRx beta-arrestin cells, luminescence, 90 min. max activation, %. actives 0.58% (n = 410,000); in the data active = max activation above about 30%; note: 0% is about no effect; mostly tested at two doses, the higher about 12 µM
Target sequence (P35462 whole entry, looked up): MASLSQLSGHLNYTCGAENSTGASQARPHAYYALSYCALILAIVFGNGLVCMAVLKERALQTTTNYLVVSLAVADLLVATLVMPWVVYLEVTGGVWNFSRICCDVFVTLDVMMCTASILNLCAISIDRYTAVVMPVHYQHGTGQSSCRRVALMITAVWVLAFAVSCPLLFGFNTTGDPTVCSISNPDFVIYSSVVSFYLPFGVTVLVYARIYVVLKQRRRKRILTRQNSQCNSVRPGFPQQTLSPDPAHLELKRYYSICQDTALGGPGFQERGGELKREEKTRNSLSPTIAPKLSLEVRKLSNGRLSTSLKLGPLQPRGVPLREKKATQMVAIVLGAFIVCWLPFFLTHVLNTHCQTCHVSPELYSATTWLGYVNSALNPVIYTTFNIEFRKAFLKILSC
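Cells at 1500/well, incubated overnight, then treated with pinned compounds (dopamine as control) for 90 min at 37 degrees C. DiscoveRx reagent added for 30 - 60 minutes at room temperature; luminescence read.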
Active calls of the source: *; ? = inconclusive; . = not tested or not shown; [ ] = dose if it differs, or a comment. Unless noted, calls come from the whole dose curve; as a rule, active = well fitted curve in the direction sought with a large enough effect; inconclusive = small, poorly fitted or top-dose-only effect, or another doubt; inactive = no such curve, though single readings can be large; an effect the other way counts as inactive or inconclusive.

SMILES | KB-V1 MDR tox | IL-1B inflam inh | MCF10A rereplic | KB-3-1 tox | HT1080 IDH1KD tx | HT1080-NT tox | SW480 rereplic | HEK293 tox | DRD3 agonist
NS(=O)(=O)c1ccc(CCNC(=O)c2nc(SCc3ccccc3F)ncc2Cl)cc1 | 28.2% | . | . | -4.1% | . | . | . | -16.4% | 6.6
CCCNC(=O)C1(C)CCCN(Cc2ccccc2-c2ccccc2)C1 (configuration not stated) | 2.7% | 22.8 | . | 0.0% | 3.0% | ? | . | -2.5% | 4.9
CSc1ncnc2c1ncn2CCCNCCCc1ccccc1 | 28.2% | -16.5 | . | 17.2% | -4.5% | -3.5% | . | 0.1% | 2.4
COc1cccc(CN2CCCC(C(=O)N3CCCCC3)C2)c1OC (configuration not stated) | -12.8% | -22.2 | 8.4% | -0.4% | 3.7% | 6.1% | -13.7% | -1.5% | -6.0
CCCN(C)C1CN(Cc2cn(Cc3ccc(F)cc3)nn2)S(=O)(=O)C1 (configuration not stated) | -0.2% | -8.3 | . | 5.8% | -0.8% | 22.1% | . | -11.3% | 1.5
Cn1cc(CCNC(=O)CC2C(=O)NCCN2CC(c2ccccc2)c2ccccc2)cn1 (configuration not stated) | 19.8% | 4.8 | 0.2% | 3.5% | 16.1% | ? | 3.2% | 4.7% | 3.8
COc1ccc(NC(=O)C2C(=O)N(C)C3(C)CC2c2ccccc2O3)cc1 (configuration not stated) | 1.5% | 11.8 | -5.5% | -4.3% | 3.9% | 15.1% | -6.6% | -12.9% | 1.7
CCN1CCN(C(=S)Nc2ccc3nc4n(c(=O)c3c2)CCCCC4)CC1 | 0.5% | -0.3 | 17.5% | -0.8% | -4.9% | 3.2% | -13.5% | 0.2% | -9.1
CCOCCn1c(SC)nc2c1c(=O)[nH]c(=O)n2C | 3.1% | -8.2 | 0.6% | 20.9% | 5.3% | 5.0% | -0.3% | 7.1% | 0.1
CN1CCc2nc(SCc3ccc(C(C)(C)C)cc3)c(C#N)cc2C1 | ? | -21.2 | -1.8% | -22.1% | 11.2µM* | ? | -0.3% | 7.5% | -24.4
CCCCc1cc2c(s1)CCCC/C2=N/O | -17.8% | -0.4 | ? | ? | 2.2% | 15.6% | 2.4% | -10.0% | 3.6
Cc1cccc(CN2CCC(N3CC(C)OC(C)C3)CC2)c1 (configuration not stated) | 0.0% | -1.2 | ? | 6.5% | 1.5% | 1.0% | ? | -11.0% | 0.7
N#Cc1cc(N)c(Nc2ccccc2)cc1C#N | -10.9% | -14.8 | 1.5% | -7.9% | -25.6% | -6.6% | 1.6% | -14.1% | -11.3
CCOc1ccc(CCn2c(-c3ccco3)nc3ccccc3c2=O)cc1OCC | 7.31µM* | -57.0* | ? | ? | 3.55µM* | ? | ? | -24.8% | 35.9*
CC1(C)CCCN(C(=O)N2c3ccccc3Sc3ccccc32)C1 | -4.2% | 26.9 | 12.6µM* | 6.6% | ? | -23.0% | 15.2% | -5.1% | -6.9

Another view of part of the listing above.
Each structure is followed by: KB-V1 MDR tox	IL-1B inflam inh	MCF10A rereplic	KB-3-1 tox	HT1080 IDH1KD tx	HT1080-NT tox	SW480 rereplic	HEK293 tox	DRD3 agonist
Cc1cccc(CN2CCC(N3CC(C)OC(C)C3)CC2)c1 (configuration not stated)
  0.0%	-1.2	?	6.5%	1.5%	1.0%	?	-11.0%	0.7
CCOc1ccc(CCn2c(-c3ccco3)nc3ccccc3c2=O)cc1OCC
  7.31µM*	-57.0*	?	?	3.55µM*	?	?	-24.8%	35.9*

Continued:
SMILES | KB-V1 MDR tox | IL-1B inflam inh | MCF10A rereplic | KB-3-1 tox | HT1080 IDH1KD tx | HT1080-NT tox | SW480 rereplic | HEK293 tox | DRD3 agonist
Cc1ccc(S(=O)(=O)/N=C(/c2ccc(F)cc2)N2CCOCC2)cc1 | -21.7% | -11.1 | 0.2% | -7.1% | -2.0% | 0.3% | -4.9% | 5.5% | 3.9
COC(=O)c1cccc(N2C(=O)C3CC=CCC3C2=O)c1 (configuration not stated) | 4.1% | 36.3 | 2.5% | -6.4% | 12.1% | 11.2% | -3.3% | -1.6% | -0.3
CCCCCCCCN1C(=O)[C@H](CC(=O)NCCCN2CCCC2=O)C[C@@]2(C(=O)OC)CCCCC=C12 | ? | -16.1 | . | 9.4% | -6.3% | -7.2% | . | 0.2% | -4.4
COC(=O)c1c(-n2c(C)cc(C=O)c2C)sc2c1CCCC2 | ? | -63.2* | 3.2% | 0.2% | -16.0% | 10.3% | -20.4% | 8.7% | 4.2
O=C(Oc1ccc(N(C(=O)c2ccncc2)S(=O)(=O)c2cccs2)cc1)c1ccncc1 | -1.3% | -9.0 | -12.1% | 2.9% | 10.6% | -0.3% | -70.1%[inhibitor] | -4.7% | 0.2
Cc1ccc(S(=O)(=O)N2CCOCC2)cc1NC(=O)CSc1n[nH]c(N)n1 | 16.1% | 4.7 | -34.7%[inhibitor][9.22 µM] | -5.0% | 9.6% | 4.5% | -36.6%[inhibitor] | -5.8% | 9.0
Cc1cccc(NS(=O)(=O)c2ccc3c(c2)CCN3C(=O)C2CCC2)c1 | ? | . | . | ? | . | . | . | 3.9% | 3.1
COc1ccc(N(C)C(=O)C2CCN(S(=O)(=O)c3cccc4nonc34)CC2)c(OC)c1 | -5.8% | -17.4 | -2.2% | -19.9% | 4.7% | -0.7% | -2.0% | -10.5% | 1.1
CC(=O)c1ccc(NS(=O)(=O)Cc2ccc(Cl)cc2)cc1 | 1.9% | 30.9 | 24.6% | 0.9% | -2.3% | 3.4%[9.24 µM] | -0.7% | 6.6% | 8.8
CCN(CC)S(=O)(=O)c1cc(NC(=O)CSc2n[nH]c(N)n2)ccc1C | -12.9% | 52.6 | -4.0% | 26.4% | 9.4% | 0.3% | ? | 0.8% | -0.3
CN(C)CCn1c2c(c(SCC(=O)N3CCc4ccccc43)nc1=O)CCCC2 | -20.7% | -6.2 | 8.4% | ? | 0.3% | 0.7% | 1.3% | -26.0% | 2.8
CCOc1cccc(-c2cnc3cccnn23)c1 | -12.9% | -11.7 | . | 0.0% | -12.7% | 3.2% | . | 24.1% | 5.6
COc1ccc(N2CCN(c3ccnc4cc(Cl)ccc34)CC2)cc1 | ? | -56.2* | ? | -27.9% | 7.7% | 1.3% | 3.2% | 2.8% | 7.2
CCCCN1C=C(C(=O)c2ccccc2)C(=O)CC1 | -3.2% | -19.2 | 9.5% | -16.7% | 19.1% | 0.2% | 11.1% | 7.6% | -13.9
Cn1c(=O)c2c(nc(N3CCOCC3)n2Cc2ccc(Br)cc2)n(C)c1=O | ? | . | . | -10.1% | . | . | . | -1.5% | 1.6

As entered above.
IL-1B inflam inh result of CCN(CC)S(=O)(=O)c1cc(NC(=O)CSc2n[nH]c(N)n2)ccc1C stands at 52.6
HT1080 IDH1KD tx result of CN(C)CCn1c2c(c(SCC(=O)N3CCc4ccccc43)nc1=O)CCCC2 stands at 0.3%

The results go on.
SMILES | KB-V1 MDR tox | IL-1B inflam inh | MCF10A rereplic | KB-3-1 tox | HT1080 IDH1KD tx | HT1080-NT tox | SW480 rereplic | HEK293 tox | DRD3 agonist
CCOC(=O)c1c(S(=O)(=O)NCC(=O)Nc2cc(C)ccn2)c(C)n(C)c1C | -61.4% | -3.7 | 5.4% | 2.7% | 14.2% | 18.9% | -6.0% | -3.9% | -0.3
COc1cc2nc(C3CCC3)n(NC(=O)c3ccco3)c(=O)c2cc1OC | ? | -57.3* | ? | 9.9% | 1.7% | 8.4% | 11.9% | 1.6% | -10.0
COc1ccc(OC)c(S(=O)(=O)NCC(c2ccco2)N2CCc3ccccc3C2)c1 (configuration not stated) | ? | 5.6 | 5.0% | ? | -15.2% | -17.4% | -2.1% | 17.8% | -19.5
CCCCCCC(C)n1[nH]c(=O)c2c(C)cc(=O)[nH]c21 (configuration not stated) | ? | ? | ? | -82.7% | ? | -17.0% | ? | -5.1% | -2.5
COc1ccc(OCC(=O)Nc2ccc(N3CCN(Cc4ccccc4F)CC3)cc2)cc1 | -5.0% | 7.9 | -21.9% | -2.3% | -0.3% | -0.9% | 4.5% | 0.7% | -2.1
Cc1cccc(NC(=O)Cn2nc(-c3cccs3)ccc2=O)c1C | ? | -2.1 | 7.6% | 4.3% | 7.7% | 8.3% | -5.0% | 12.8% | -1.3
COc1ccc(CC(=O)Nc2ccc(F)c(F)c2F)cc1S(=O)(=O)N1CCOCC1 | -1.9% | 15.5 | 5.6% | -0.3% | 5.2% | 18.6% | 0.1% | -8.7% | 4.5
CCOC(=O)CCc1c(C)n(CC)c2cc(-c3ccccc3OC)nn2c1=O | -12.7% | ? | -3.2% | 0.1% | -4.3% | -5.7% | 2.8% | 40.9%[activator] | -2.8
CCn1c(SCC(=O)NC2CCCCC2)nnc1-c1cccnc1 | 20.4% | 0.0 | ? | -3.0% | 12.7% | 10.4% | ? | -1.1% | 11.5
CC(C)(C)c1ccc(-c2ncccc2O)cc1 | -26.7% | -5.5 | -1.9% | -11.0% | -3.9% | -3.2% | 4.3% | 11.2% | -3.5
Cc1ccc(S(=O)(=O)NCC(=O)Nc2ccc3c(c2)OCO3)cc1 | -9.0% | -0.2 | -1.6% | 6.8% | 1.3% | 8.8% | -5.3% | 2.8% | -11.2
O=C(Nc1nc2ccccc2n1CCN1CCCCC1)C1CCCCC1 | ? | -22.0 | 7.8% | ? | -8.8% | -10.4% | -4.4% | -9.0% | -14.7
O=C(O)C1(c2ccccc2)CCN(S(=O)(=O)c2ccccc2)CC1 | 3.0% | 39.3 | 3.8% | 0.6% | 4.1% | 1.8% | -3.2% | 5.9% | 5.1
COc1ccc(CNC(=O)C2CCN(S(=O)(=O)c3ccc4c(c3)CCCN4C(C)=O)CC2)cc1 | 3.2% | . | . | 0.5% | . | . | . | 3.3% | 6.0
COC(=O)C1C(c2ccc(OC)cc2)Nc2nnc(C(F)(F)F)n2C1(C)O (configuration not stated) | 3.2% | 4.8 | 2.6% | -1.1% | 16.7% | 27.3% | 1.6% | -0.3%[0.307 µM] | 4.5

High-throughput results from PubChem.
